CSM14.1 death rescue = protection against thapsigargin-triggered cell killing – 384-well, CSM14.1, ATP luminescence, primary screen (AID 1222); 190,000 tested, under 10 active; CSM14.1 thapsigargin-induced death rescue, ATP luminescence; higher % means a stronger effect; one-dose cellular ATP content (survival), % at 20 µM; EC50 in µM for titrated hits;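 active means EC50 below 50 µM in the dose-response confirmation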;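 further: death triggered by thapsigargin at about 15 µM added after 2 h compound pretreatment; cell ATP read after overnight thapsigargin exposure of roughly 18 to 22 hours; normalized against plate controls of thapsigargin alone and 5% DMSO vehicle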
b-catenin transl = beta-catenin nuclear translocation modulation. HeLa beta-catenin nuclear translocation, immunofluorescence imaging. nuclear translocation activity, % at 5 µM. actives 0.3% (n = 190,000). AID 1665;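 active means nuclear translocation activity above 50% at 5 µM, with a well cell count of 50 or more; inconclusive means wells under 50 cells across six images, flagged as toxic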;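 further: per-cell ratio of nuclear to cytoplasmic median beta-catenin stain intensity; plate controls were DMSO negative control for no effect and GSK-3 inhibitor IX positive control for full effect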
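Technique: fluorescence imaging of beta-catenin antibody stain plus DAPI / Material: human HeLa cell line / Incubation: compound treatment 24 h, 37°C, 5% CO2 / Read-out basis: % activation of per-cell nuclear versus cytoplasmic median beta-catenin signal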
Autophagy HCS = modulators of autophagy | MEF GFP-LC3 puncta imaging; test concentration mostly 10 µM | calls only at 10 µM (by protocol) | actives 0.98% (n = 190,000) | AID 463193;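 active means percentage of spot-positive cells more than 3 SD above its plate mean, without a fluorescence outlier flag or 80% toxicity; inconclusive means no clear call, values can overlap the other calls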;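 further: spot-positive cell cutoff set from DMSO-treated cells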
Ins promoter up = MIN6 insulin promoter up-regulation. MIN6 insulin promoter-GFP reporter, high-content imaging; hits give high values. z-score at 5 µM. actives 0.3% (n = 190,000). AID 1625;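 active means z-score above 3 at 5 µM with at least 500 cells counted in the well; inconclusive means wells under 500 cells, flagged as cytotoxic or low count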
PhoP inhibition = inhibitors of PhoP regulon expression, primary screen, Salmonella Typhimurium, GFP reporter (AID 1863); inhibition, % at 50 µM, or IC50 in µM where a hit was titrated; actives 0.16% (n = 300,000); S. Typhimurium PhoP-regulated promoter GFP reporter, 4 h; higher % means a stronger effect;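 active means inhibition over 29.93%, a cutoff 3 SD above the screen mean, later confirmed by dose response; inconclusive means inhibition over 29.93% but no dose response follow-up; inactive means inhibition at most 29.93% or unconfirmed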;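 further: 0% = low Mg2+ inducing control and 100% = high Mg2+ repressing control; strong numbers were not always called active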
Dynein transport = blocks dynein driven cargo transport along microtubules; 3617.4 mouse cells, GR-EGFP nuclear translocation imaging; test concentration mostly 20 µM; stimulated with dexamethasone, 1 µM; hits give low values; z-score, hits read low; actives 0.47% (n = 220,000); AID 1381;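 active means plate z-score of nuclear minus cytoplasmic receptor signal below a set negative limit, without overly bright fluorescence or cell loss, cut at about -3.5 in these data, passing the limit was not always enough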;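 further: z-score of nuclear minus cytoplasmic ring GR-EGFP intensity difference per well; some compounds called inactive have numbers as strong as hits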
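Medium: Induction medium lacking tetracycline, stripped serum | Probe or stimulus: 1.0 µM final dexamethasone stimulus | Schedule: 48 h induction, then 1 h compound, then 30 min agonist, 37 °C | Signal: Automated 10x imaging of fixed Hoechst-stained cells | Evaluation: Per-cell GR-EGFP intensity, nucleus versus surrounding cytoplasmic ring, well-averaged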
MT stabilizer = stabilizes microtubules in HeLa cells | HeLa tubulin immunostaining HCS, 24 h; share of cells brighter than vehicle mean+2SD | % tubulin-high responders, % at 10 µM | actives 0.83% (n = 200,000);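 active means plate Z-score above 3 for both tubulin-high and condensed-nucleus cell shares, with cell loss under 80%, at 10 µM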;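 further: anti alpha tubulin signal scored within the nucleus-defined area of each cell; some results filed as inactive read as strong as hits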
T cell HTS = T cell immune modulators affecting CD8 T cell-vesicle binding; 2C CD8+ T cell-vesicle binding, flow cytometry; hits give low values; calls only at 7 µM; actives 0.068% (n = 330,000);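 active means response, share of CD8 T cells binding vesicles, and their 90th percentile fluorescence all below set limits, cut at about 80% in these data, passing the limit was not always enough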
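Benchmarks: naked versus QL9-loaded vesicles / Assay system: purified 2C TCR transgenic mouse naive CD8+ T cells / Technique: high-throughput flow cytometry with anti-B7-1 and anti-CD8 staining / Timing: Cell–vesicle co-incubation 1.5 h at 37 °C, staining 20 min on ice / Read-out: percent CD8+ FL2 mean versus row control / Probe or stimulus: QL9-loaded Drosophila micro-vesicles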
Lipid droplet = hepatic lipid droplet formation modulation; inhibition, % at 6.5 µM; actives 0.4% (n = 240,000); AML12 mouse hepatocytes, oleate lipid droplets, BODIPY imaging;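 active means lipid droplet intensity inhibited by at least 50%, with more than 500 cells counted; inconclusive means wells with under 300 cells, treated as cytotoxic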
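Test system: AML12 hepatocytes (mouse); reagent: oleate loading, 100 µM; dosing: one dose, 6.5 µM compound; incubation: overnight exposure; signal: fluorescence imaging, 20x objective, two fields per well; read-out basis: % inhibition of corrected integrated BODIPY droplet signal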
Dynein transport cytoplasmic EGFP = also measured in Dynein transport; calls as there; z-score; measured here: cytoplasmic GR-EGFP intensity; hits give high values
Dynein transport nuclear GR-EGFP = further read-out of Dynein transport, marked with its call; z-score; measured here: nuclear GR-EGFP intensity;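 lower value marks the stronger effect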
Dynein transport cell count = further read-out of Dynein transport, marked with its call; z-score; measured here: cell count per field
Ins promoter up cell count = further read-out of Ins promoter up, marked with its call; cell count; measured here: cytotoxicity, nuclei count;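 total cells summed across four imaged fields per well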
Lipid droplet cells 6.5 µM = second read-out of Lipid droplet, no call of its own (marks repeat the call); cell count; measured here: cell count, cytotoxicity flag;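 cells counted across two imaged fields per well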
b-catenin transl cell count 5 µM = second read-out of b-catenin transl, no call of its own (marks repeat the call); cell count; measured here: cell count, cytotoxicity flag
T cell HTS vesicle-bound % = recorded beside T cell HTS, whose call it bears; double positive events, %; measured here: CD8+ vesicle-bound cell fraction;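 binding gate set so that unloaded-vesicle control wells show 10% double positive cells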
MT stabilizer Hoechst-high % = further read-out of MT stabilizer, marked with its call; % Hoechst-high responders; measured here: nuclear condensation Hoechst responders;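 share of cells brighter than vehicle mean plus two SD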
MT stabilizer cytotoxicity % = recorded beside MT stabilizer, whose call it bears; toxicity, %; measured here: cytotoxicity by cell density;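 0% = mean cell density of plate MIN control wells and 100% = no cells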
Autophagy HCS cell loss 18 h = recorded beside Autophagy HCS, whose call it bears; toxicity, %; measured here: cell loss, nuclei count;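 cell loss after 18 h compound exposure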
Active calls of the source: *; i = inactive; u = inconclusive; x = not tested or not shown.

Order of results – CSM14.1 death rescue	b-catenin transl	b-catenin transl cell count 5 µM	Autophagy HCS	Autophagy HCS cell loss 18 h	Ins promoter up	Ins promoter up cell count	PhoP inhibition	Dynein transport	Dynein transport cytoplasmic EGFP	Dynein transport nuclear GR-EGFP	Dynein transport cell count	MT stabilizer	MT stabilizer Hoechst-high %	MT stabilizer cytotoxicity %	T cell HTS	T cell HTS vesicle-bound %	Lipid droplet	Lipid droplet cells 6.5 µM
CSc1nnc(C)c(=O)n1COC(=O)c1ccc([N+](=O)[O-])cc1
 : 0.2%	0.3	1052	i	-18	0.67	1253	-15%	-0.84	-0.26	-0.49	0.65	5.4	1.9	3.5	i	48	20	730
COc1ccc(CN(C)CC(=O)NC(C)c2ccccc2)c(OC)c1 (stereo unspecified)
 : -5.2%	1.7	1081	i	10	-0.6	1228	0%	-0.27	-0.23	0.019	-0.22	0.9	0.6	1.7	i	39	-12	704
O=C(NC1CCCCC1)C(=S)NC1CCCCC1
 : -0.6%	-0.4	1539	i	8	0.09	1379	-8%	-1	-0.33	-0.12	0.61	3.3	3.2	8.5	i	16	2	669
Cc1cc(C)c2c(=O)[nH]c(SCC(=O)c3ccc(F)c(C)c3)nc2n1
 : 2.9%	1.4	972	i	-3	1.2	1480	x	-0.91	-0.1	-0.021	0.65	0.9	1.2	5.0	i	41	8	733
COc1ccc(OC)c(/C=N/N(C)c2ccccc2)c1
 : -0.9%	x	x	i	-34	0.54	939	2%	-0.3	-0.2	-0.36	0.97	4.0	3.1	2.8	i	45	7	793
O=C(Nc1ccc2c(c1)OCO2)C1CCCN1C(=O)Nc1ccccc1F (stereo unspecified)
 : x	x	x	i	-1	-0.07	1181	3%	-1.1	-0.28	-0.45	1	4.1	0.6	18	i	23	-5	701
COc1ccc(OCCC(=O)N2CCOCC2)cc1
 : 1.6%	-1.8	1052	i	18	0.32	1640	-14%	0.44	-0.32	0.9	-0.83	2.4	2.4	4.6	i	55	10	760
COC(=O)C(C)Sc1nnc(Cc2cc(=O)[nH]c(=O)[nH]2)n1-c1cc(C)ccc1C (stereo unspecified)
 : -0.5%	x	x	i	4	1	817	4%	0.28	0.086	0.31	-0.26	8.8	1.7	8.1	i	39	x	x
O=C(NCC1CCCO1)c1ccc2c(=O)n(CC3CCCO3)c(SCC(=O)N3CCCC3)nc2c1 (stereo unspecified)
 : -1.0%	-2.2	1063	i	-10	1.6	1046	-2%	-0.83	-0.36	-0.8	-0.029	2.3	2.4	4.0	i	40	3	706
Cc1c(N=Cc2cccs2)c(=O)n(-c2ccccc2)n1C
 : 0.5%	0.3	1171	i	9	0.99	952	-6%	-0.54	-0.11	-0.21	0.75	1.7	1.2	4.6	i	19	x	x
CCCCOc1ccc(C2CC(=O)N(C)C2=O)cc1 (stereo unspecified)
 : -1.8%	0.8	964	i	-4	0.02	1091	-10%	-0.96	-0.24	-0.41	-0.14	2.7	1.8	5.9	i	29	6	747
COC(=O)c1ccccc1NS(=O)(=O)c1ccc(F)cc1
 : 0.0%	-1.6	1144	i	2	-0.43	1207	1%	-0.35	-0.19	-0.49	1.5	3.3	2.1	5.8	i	8	-9	759
O=C(COC(=O)CCSc1ccccc1)Nc1ccc(F)cc1Cl
 : 1.7%	x	x	i	7	0.35	1287	-11%	0.018	-0.3	-0.43	0.051	2.4	2.9	1.9	i	48	-6	643
C/C(=N\NC(=O)c1cccs1)c1cccnc1
 : -1.6%	1.1	1094	i	14	-0.73	1283	5%	-0.56	-0.2	-0.24	0.36	2.0	2.6	5.7	i	53	0	663
COC(=O)[C@H](C)NC(=O)NCc1ccc(F)cc1
 : -2.0%	0.4	1086	i	5	-0.24	1253	7%	-0.95	-0.17	-0.31	-0.21	2.1	1.8	4.2	i	5	26	742
COc1ccc2oc(C(=O)OC/C(O)=C(\C#N)c3nc4ccccc4[nH]3)c(C)c2c1
 : x	0.2	1334	x	x	0.2	862	4%	0.43	-0.18	0.68	-0.75	x	x	x	i	26	-1	632
CCOC(=O)Cc1cn2c(=O)cc(CSCC(=O)Nc3ccc(C)c(C)c3)nc2s1
 : 2.4%	-9.4	944	i	13	0.27	1387	-10%	-1.4	-0.1	-0.069	-0.094	2.4	1.3	2.1	i	41	x	x
O=C(Cn1nc(-c2ccccc2)ccc1=O)NCCN1CCN(c2cccc(Cl)c2)CC1
 : 0.0%	x	x	i	-4	-1.2	886	4%	0.22	-0.25	0.27	0.85	2.2	0.7	5.1	i	9	-7	761
CCCNS(=O)(=O)c1ccc(CCC(=O)Nc2cc(Cl)ccc2Oc2ccccc2)cc1
 : 8.1%	-0.1	1162	i	2	-1.1	639	5%	x	x	x	x	1.7	1.4	0.5	x	x	63*	684*
CCN(CC)C(=O)CSc1nnc(-c2ccccn2)n1Cc1ccccc1
 : x	-0.8	1346	x	x	-0.48	947	3%	-0.33	-0.27	0.33	-0.54	x	x	x	i	32	2	675
Nc1cc(Cl)ccc1C(=O)OCC(=O)N1CCOCC1
 : x	-1.4	1094	x	x	0.26	1376	-1%	1.1	-0.19	0.45	-1.5	x	x	x	i	18	4	763
O=C(/C=C/c1ccc(N2CCOCC2)cc1)c1ccccc1
 : 1.2%	-1.5	1159	i	-1	0.33	1201	-7%	-1.2	1.1	-0.43	-0.079	5.0	1.4	5.4	i	33	6	642
COc1ccc(C2C3=C(CCCC3=O)NC3=C2C(=O)c2ccccc23)cc1 (stereo unspecified)
 : x	-0.9	1212	x	x	-0.09	1489	-9%	0.016	-0.27	-0.07	0.23	x	x	x	i	36	6	718
CCC(=NCCc1c(C)[nH]c2ccc(C)cc12)C1=C(O)CC(c2ccccc2)CC1=O (stereo unspecified)
 : -2.4%	135*	339*	i	35	x	x	-14%	0.49	-0.24	0.29	-0.35	15*	26*	44*	i	7	u	x
O=C(Cn1c(NCCO)nc2ccccc21)c1cccs1
 : 1.4%	-1.6	1164	i	-7	-1	976	7%	-0.63	-0.21	-0.28	0.08	1.9	1.7	6.7	i	14	x	x
COc1ccc(S(=O)(=O)NCC2CCC(C(=O)NCCC(C)C)CC2)cc1 (stereo unspecified)
 : -2.6%	-3.6	583	i	-7	-0.75	1339	-1%	-0.15	-0.26	0.84	-0.012	4.7	2.4	1.0	i	11	3	746
COc1ccc(C(=O)NC(=O)COC(=O)c2ccc3ncsc3c2)cc1
 : -3.6%	x	x	i	-15	0.13	1223	6%	0.0022	-0.32	-0.43	0.82	1.9	4.2	4.5	i	46	-4	661
COc1ccc2oc(=O)c(/C(C)=N/NC(=O)c3ccncc3)cc2c1
 : 0.5%	-1.4	1087	i	8	0.48	1538	-11%	-0.1	-0.24	-0.11	0.076	2.0	3.2	11	i	25	20	626
OC(CNc1nc2ccccc2s1)c1ccccc1 (stereo unspecified)
 : 5.6%	-4.6	1166	i	2	0.13	1391	17%	-0.84	-0.25	0.18	0.33	4.0	2.7	2.2	i	25	-2	756
CCc1ccccc1NC(=O)CCC(=O)OCC(=O)c1ccc(-c2ccccc2)cc1
 : -1.1%	-1.8	993	i	5	0.07	1407	-7%	0.87	-0.24	0.79	-0.87	4.8	1.5	9.4	i	48	21	648
CS(=O)(=O)c1ccc(C(=O)NC2CCCCC2)cc1
 : 2.9%	-3.2	1132	i	4	-0.29	1554	-5%	0.25	-0.15	-0.019	-0.1	3.8	2.6	7.6	i	50	-6	633
COc1cc(/C=N/NC2=NC(C)(C)Cc3ccccc32)cc(OC)c1OC
 : 3.1%	0.2	1083	i	-2	-0.38	1365	1%	1.2	-0.068	0.6	-1.7	0.7	0.4	2.7	i	48	-8	743
Cc1nn(C)cc1CNC(=O)Nc1ccc(Cl)cc1
 : 1.6%	-5.4	583	i	-3	x	x	5%	-0.052	-0.25	-0.12	0.61	3.2	1.9	1.8	i	35	4	738
N#Cc1cn(CC(=O)N2CCCC2)c2ccccc12
 : x	x	x	i	-7	0.17	1321	6%	-0.54	-0.26	-0.21	0.075	1.6	2.3	21	i	51	-11	538

Source: PubChem
